OXTR ag – agonists of human oxytocin receptor | CHO-OTR cells, Fluo-8 calcium fluorescence; normalized: DMSO 0%, oxytocin 100% | AID 2435 | 320,000 compounds, 0.32% hits | P30559 | activation, % at 3 µM;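 active = activation above the mean of all tested compounds plus 3 SD, cutoff set per screening run, cut at about 20% in these data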;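 note: peak over basal fluorescence ratio from a 100 s FLIPR kinetic read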
Target sequence (P30559 whole entry, looked up): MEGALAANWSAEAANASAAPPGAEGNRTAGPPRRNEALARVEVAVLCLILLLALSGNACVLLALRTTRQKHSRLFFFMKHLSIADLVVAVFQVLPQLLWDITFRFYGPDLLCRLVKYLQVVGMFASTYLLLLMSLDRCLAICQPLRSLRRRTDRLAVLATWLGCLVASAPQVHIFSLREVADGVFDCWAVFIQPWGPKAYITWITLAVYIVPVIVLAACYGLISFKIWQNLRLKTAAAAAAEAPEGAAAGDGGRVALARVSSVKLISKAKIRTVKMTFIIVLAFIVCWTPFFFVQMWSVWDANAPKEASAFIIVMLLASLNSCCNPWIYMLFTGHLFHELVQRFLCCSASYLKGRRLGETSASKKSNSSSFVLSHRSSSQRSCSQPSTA
V1R ag counter – activates human V1a receptor in oxytocin agonist counter-screen; CHO-V1R cells, Fluo-8 calcium fluorescence, agonist mode; 0% DMSO, 100% 3 nM vasopressin; activation, % at 3 µM; 320,000 compounds, 0.25% hits; AID 2797;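 active = activation above the mean activation of all tested compounds plus 3 SD, per screening run, cut at about 20% in these data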;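 note: signal is peak over basal fluorescence ratio across a 100 second FLIPR read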
TAAR1 ag – human TAAR1 agonism. CHO RD-HGA16 TAAR1, Fluo-8 calcium fluorescence; vehicle wells 0%, saturating PEA agonist 100%. activation, % at 3 µM. 360,000 compounds, 0.99% hits. AID 624467;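 active = activation above the mean activation of all test compounds in the run plus 3 SD, cut at about 38% in these data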
Target sequence (Q96RJ0 whole entry, looked up): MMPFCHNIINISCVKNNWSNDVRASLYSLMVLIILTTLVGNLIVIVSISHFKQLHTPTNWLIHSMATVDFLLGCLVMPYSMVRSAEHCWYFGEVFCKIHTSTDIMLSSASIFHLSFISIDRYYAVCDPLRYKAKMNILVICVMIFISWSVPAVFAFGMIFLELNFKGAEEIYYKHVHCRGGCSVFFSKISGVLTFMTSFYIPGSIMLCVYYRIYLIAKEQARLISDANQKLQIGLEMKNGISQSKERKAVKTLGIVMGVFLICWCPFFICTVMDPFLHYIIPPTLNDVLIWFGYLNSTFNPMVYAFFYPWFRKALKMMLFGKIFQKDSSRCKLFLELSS
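Signal – calcium-sensitive Fluo-8 signal, excitation 470-495, emission 515-575 nm · System – RD-HGA16 (CHO) cells co-expressing Gα16 and hTAAR1 · Incubation – 17-24 h seeding, 75 min 37 °C dye, 30 min RT · Compound dosing – 3 µM single concentration · Repeats – no replicates (n 1)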
CHO parental Ca – counter-screen: ATP calcium response change in parental CHO cells; parental CHO-K1, ATP-induced calcium, Fluo-8 fluorescence; inhibition, % at 5.6 µM; 330,000 compounds, 0.63% hits;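 active = inhibition above that plate's mean sample inhibition plus 3 SD, cut at about 26% in these data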;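 note: 0% = ATP-challenged DMSO wells and 100% = DMSO wells without ATP; some compounds past the cut are filed as inactive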
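Test system: parental CHO cells; detection: calcium-sensitive Fluo-8 fluorescence; evaluation: percent inhibition of calcium signal; also added: ATP as calcium-mobilizing challenge; repeats: one well per compound; control set: ATP-challenged DMSO wells low, unchallenged DMSO wells high; compound: single nominal dose of 5.6 µM per compound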
OXTR potentiate – human OXTR potentiation; P30559; CHO-OTR cells, Fluo-8 calcium fluorescence, potentiator mode; 0% = oxytocin EC15, 100% = EC100; activation, % at 3 µM; 320,000 compounds, 0.061% hits;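 active = activation above that plate's cutoff, the mean activation of tested compounds plus 3 SD, cut at about 6.6% in these data, passing the limit was not always enough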;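 note: 100% uses oxytocin at 75 nM as the full agonist control; some results filed as inactive read as strong as hits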
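Assay system: CHO cell line stably expressing human OTR | Also added: Oxytocin at about EC15, sub-maximal agonist stimulus | Times: Compound 6 min at room temperature before oxytocin, 100 s read | Measured by: Fluo-8 intracellular calcium fluorescence, ex 470-495, em 515-575 nm | Controls: EC15 oxytocin alone as 0%, 75 nM oxytocin as 100%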
M1 PAM – positive allosteric modulators of human M1 muscarinic receptor; 360,000 compounds, 0.088% hits; activation, % at 3 µM; CHO-K1 hM1, Fluo-8 calcium fluorescence, ACh EC20; 0% = ACh EC20, 100% = maximal ACh; in the data active = activation above about 19%, passing the limit was not always enough
TAAR1 antagonist – antagonists of human TAAR1 | Q96RJ0 | CHO RD-HGA16 TAAR1, Fluo-8 calcium fluorescence, antagonist | inhibition, % at 3 µM | 360,000 compounds, 1.5% hits | AID 624466;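 active = inhibition above a per-plate cutoff, the mean inhibition of test compounds on that plate plus 3 SD, cut at about 49% in these data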;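 note: 0% = DMSO plus EC80 beta-PEA response and 100% = DMSO alone without agonist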
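Material: RD-HGA16 CHO cells with stable hTAAR1 and Gα16; Dosing: single nominal final test compound concentration of 3 µM; Schedule: seeding 17-24 h prior, 75-min 37 °C, 30-min RT dye loading; Detection: kinetic Fluo-8 calcium fluorescence measurement; Measure: % inhibition from peak post-agonist over basal fluorescence ratio; Benchmarks: vehicle and agonist controls.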
M1 antag – antagonists of human M1 muscarinic receptor; inhibition, % at 3 µM; 360,000 compounds, 1.3% hits; CHO-K1 hM1, Fluo-8 calcium fluorescence, ACh EC80 antagonist;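 active = percent inhibition above its own plate's cutoff, namely the mean of that plate's compound wells plus 3 SD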;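 note: peak over basal fluorescence ratio during 140 s after agonist addition; 0% = ACh EC80 plus DMSO and 100% = DMSO alone without agonist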
CHRM1 agonist – agonists of human M1 muscarinic receptor; 360,000 compounds, 0.33% hits; AID 588814; CHO-K1 hM1, Fluo-8 calcium fluorescence, agonist mode; 0% DMSO, 100% acetylcholine EC100; activation, % at 3 µM; P11229;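 active = activation above the run's mean compound activation plus 3 SD, cut at about 16% in these data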;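 note: peak over basal fluorescence ratio within a 140 s kinetic read after compound addition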
Numbers without * were called inactive; x = not tested or not shown. Hits appear at their usual frequency; overall some 3.7% were active at least once.

SMILES	OXTR ag	V1R ag counter	TAAR1 ag	CHO parental Ca	OXTR potentiate	M1 PAM	TAAR1 antagonist	M1 antag	CHRM1 agonist
CC(=O)Nc1ccc(NC(=O)c2ccccc2N(C)S(=O)(=O)c2ccc(C)cc2)cc1	-0.2	-1.2	0	-18	-3	11	0	-9	0
C/C(=N\NC(=O)CSc1ncccn1)c1ccc2c(c1)OCCO2	0.4	0.9	x	-5	-5	6	x	-8	-3
COc1ccc2[nH]c(C)c(C(=O)CN3CCN(C(=O)c4ccco4)CC3)c2c1	-0.8	0.3	13	-2	-13	-4	-11	9	-3
COc1cc(C=NNC(=O)c2cccnc2)ccc1OC(=O)c1ccccc1F	5.2	2.3	9	-12	-9	-11	31	18	0
CCOc1cc(CNc2cccc3[nH]c(C)nc23)ccc1OC	1.3	0.3	2	-10	-2	17	-12	-16	2
CN1CCN(c2ccc(-c3ccnn3C(=O)Nc3cccc(C(F)(F)F)c3)cc2)CC1	2.0	6.5	25	9	-10	-5	10	6	-3
Cc1c(C(=O)C(=O)NCCC2=CCCCC2)c2ccccc2n1C	0.4	-1.3	4	-27	-8	-2	-13	7	-6
Cc1ccc(O)c(CCc2ccccc2)n1	-0.9	0.0	0	-9	-7	4	-3	6	-5
CCSc1nc(C)nc2c1oc1ccccc12	-0.7	0.1	5	-7	-23	8	-15	-5	-4
OCCN1CCN(c2ncnc3c2ncn3[C@H]2CN(Cc3ccco3)C[C@@H](CO)O2)CC1	x	x	1	x	x	-2	-24	-3	1
O=S(=O)(NCc1ccccc1)c1cccs1	0.5	0.2	10	-5	-6	3	-3	2	0
COc1cccc(C(=O)/C=C/Nc2ccc(S(=O)(=O)Nc3ncccn3)cc2)c1	-0.3	-0.2	2	-16	-2	-5	-10	6	-2
COC(=O)[C@@]1(Cc2ccc(OC)cc2)[C@H]2c3cc(C(=O)N(C)C)[nH]c3C[C@H]2CN1C(=O)c1ccccc1	5.5	4.0	6	-23	-6	3	9	-4	1
CCCCOC(=O)CN1C(=O)c2ccc(C(=O)OCCCC)cc2C1=O	-1.3	-0.7	-2	-24	-8	4	-7	-14	-2
COC(=O)c1ccccc1NC(=O)C1CCCN(S(=O)(=O)c2ccc(F)cc2)C1 (configuration not stated)	-1.8	-0.9	11	-23	-15	-4	13	-27	-4
O=c1[nH]c2cc3c(cc2cc1CN(CC1CCCO1)S(=O)(=O)c1ccc(Cl)cc1)OCCO3 (configuration not stated)	0.7	0.6	4	-20	8	1	2	-14	-3
CSc1nc(O)c(/C=C2\C=Nc3ccccc32)[nH]1	-1.7	0.5	1	-3	-2	4	7	-15	-2
COc1ccc(NC(=O)C2C3CCC4C(CCC32)C4(Cl)Cl)cc1 (configuration not stated)	-0.8	0.4	0	-15	-5	-7	-11	6	-4
C=CCn1c(C)cc(C(=O)CSc2nnc3n(CCC)c(=O)c4ccccc4n23)c1C	x	x	-1	x	x	0	-39	-1	-5
O=C(Cn1nnc(-c2ccncc2)n1)N(C1CCCCC1)C1CCCCC1	-1.6	-1.5	1	-15	-12	4	6	-24	-6
CCCCCCCOC(=O)c1ccc(OC(=O)c2cccnc2)cc1	-0.2	0.2	5	-4	-3	-1	-6	2	-7
COc1ccc2c(c1)OC[C@H]1[C@H]2N2C(=O)[C@H](C)NC(=O)[C@@]2(C)[C@H]1c1ccccc1	2.0	-0.1	3	-14	4	6	8	-14	-7
COc1ccc(-c2csc(N3CCC(c4ccccc4)CC3)n2)cc1	0.0	0.5	2	-4	-4	14	-12	-12	-1
CC(C)c1ccc2c(c1)C1Cc3ccccc3C1N2 (configuration not stated)	-0.8	-0.3	2	-1	-6	0	6	-2	-10

Only CHO parental Ca, TAAR1 ag and TAAR1 antagonist, for three of the compounds above:
SMILES	CHO parental Ca	TAAR1 ag	TAAR1 antagonist
CCSc1nc(C)nc2c1oc1ccccc12	-7	5	-15
CCOc1cc(CNc2cccc3[nH]c(C)nc23)ccc1OC	-10	2	-12
COC(=O)c1ccccc1NC(=O)C1CCCN(S(=O)(=O)c2ccc(F)cc2)C1 (configuration not stated)	-23	11	13

An excerpt from above in order of their number in M1 PAM, high to low:
Molecule | M1 PAM
CSc1nc(O)c(/C=C2\C=Nc3ccccc32)[nH]1 | 4
COC(=O)[C@@]1(Cc2ccc(OC)cc2)[C@H]2c3cc(C(=O)N(C)C)[nH]c3C[C@H]2CN1C(=O)c1ccccc1 | 3
C=CCn1c(C)cc(C(=O)CSc2nnc3n(CCC)c(=O)c4ccccc4n23)c1C | 0

More results follow:
SMILES	OXTR ag	V1R ag counter	TAAR1 ag	CHO parental Ca	OXTR potentiate	M1 PAM	TAAR1 antagonist	M1 antag	CHRM1 agonist
C=CCC1S/C(=N/N=C/c2cccs2)NC1=O (configuration not stated)	-1.6	-0.2	8	-10	-4	13	-15	-6	-3
COc1ccccc1C(=O)NC(CCSC)C(=O)NNC(=O)c1ccc(F)cc1 (configuration not stated)	-2.6	-1.2	1	-12	-3	8	-8	-12	-5
COc1ccc(N(CC(=O)Nc2cc(C(=O)O)ccc2C)S(=O)(=O)c2c(C)noc2C)cc1	1.3	0.5	6	-4	-2	7	-7	-3	-3
O=C(NCCCc1ccccc1)c1ccccc1	0.1	-0.1	22	-18	1	1	-4	-16	-5
COc1ccc(CCC(=O)N(c2nnc(-c3cccnc3)s2)C(C)C)cc1	-0.1	3.0	6	-24	-9	-4	13	4	-5
CCn1c(O)c(C=NCc2ccccc2)sc1=S	-1.0	-1.4	7	-15	-15	6	-23	-5	-4
CCOC(=O)c1ccc(S(=O)(=O)Nc2cc(C(=O)O)ccc2Cl)cc1	-0.6	1.3	11	-23	-9	3	6	0	-4
Cn1c(=O)cc(SCC(=O)N2CCN(C3CCCCC3)CC2)c2ccccc21	1.9	-0.1	0	-11	2	-2	1	1	-7
Cc1ccc(NC(=O)CNc2ccccc2N2CCCC2=O)cc1S(=O)(=O)N1CCOCC1	x	x	2	x	x	1	-9	15	-2
CCOc1ccc(NS(=O)(=O)c2ccc(C(=O)N(C)CCc3ccc(OC)c(OC)c3)cc2)cc1	2.3	9.5	2	-21	-12	3	-4	-4	3
CC(C)(C)NC(=O)c1cnn2c1NC(c1ccc(F)cc1)CC2C(F)(F)F (configuration not stated)	-0.3	-1.2	0	-16	-1	15	5	-21	2
COCC1CCCN(Cc2cn(Cc3ccccc3)nc2-c2cc3ccccc3o2)C1 (configuration not stated)	3.3	3.1	9	-11	-3	-1	1	0	2
COc1cccc(NC(=O)CN(C)C(=O)CSc2nc3ccccc3s2)c1	-0.7	1.6	2	-7	-14	4	-20	-7	-3
C[C@H](CO)N1C[C@H](C)[C@@H](CN(C)Cc2ccccn2)Oc2ncc(Br)cc2C1=O	x	x	1	x	x	-2	-20	-8	-10
COc1ccc(NS(=O)(=O)c2cccc(NC(=O)NCCCl)c2)cc1	-0.9	-0.3	2	2	-9	-4	-32	11	-3
COc1ccc(-c2csc(NC(=O)c3ccc(C(C)(C)C)cc3)c2C(=O)O)cc1	0.1	9.4	x	-10	-13	x	x	x	x
O=Cc1cn(CCC(=O)O)nc1-c1cc2ccccc2o1	-1.1	0.6	2	4	-6	5	-10	-9	-3
CC(C)CN(C(=O)COC(=O)CSc1ccccc1)c1c(N)n(Cc2ccccc2)c(=O)[nH]c1=O	0.1	-0.2	1	-22	-3	1	-12	0	-3
CCOc1ccc(NC(=O)CCC(=O)NNC(=O)NC2CCCCC2)cc1	-0.3	-0.7	1	1	3	6	-9	-3	-1
CCN(CC)CCCNC(=O)C1CCC(=O)N(c2ccc(OC)cc2)C1c1ccc(F)cc1 (configuration not stated)	1.6	-0.5	6	0	-14	10	-8	-10	-4
C=CCn1c(SCC(=O)Nc2cc(C)on2)nc2sc3c(c2c1=O)CCCC3	-0.7	-0.6	0	-16	-6	-1	1	5	-1
O=c1[nH]c(=S)c2c(n1-c1ccccc1)CCC2	-0.1	0.3	4	-4	1	8	-25	-14	-1
CCCCCCC1CC(CCC(=O)Nc2ccc([N+](=O)[O-])cc2)C(=O)O1 (configuration not stated)	1.3	-0.1	8	9	-14	1	18	-9	-4
Cc1cc(C)c(Cc2c(C)nc3c(C(=O)NCc4ccco4)cnn3c2C)c(C)c1	-0.4	1.4	20	3	-7	-1	24	14	-2
COC(=O)c1ccccc1OCC(=O)N1CCN(c2ccc(Cl)cc2)CC1	-1.1	-0.4	8	-6	-10	-4	13	8	1
O=C(CSC(=S)N1CCCCC1)c1ccccc1	-3.0	-0.7	0	-19	-10	7	-2	0	-13
CCC(CC)C(=O)Nc1cc(NC(=O)C(CC)CC)cc(C(=O)O)c1	0.7	0.6	5	-4	-1	9	1	-6	-4
O=C(CCCC(=O)N(CC(=O)NC1CCCC1)Cc1ccc2c(c1)OCO2)Nc1ccccn1	0.4	-0.8	6	-6	-12	9	-8	-14	-4
CNC(=O)COC(=O)COc1ccc2c(C)cc(=O)oc2c1	0.0	1.0	12	-2	-8	7	-24	-7	-2
COC(=O)c1sccc1NC(=O)/C=C/C(=O)O	1.3	0.4	6	-11	-7	0	-25	3	-5
COc1ccccc1C1c2c(C)nn(-c3ccccc3)c2NC(=O)C1NC(=O)c1ccccc1 (configuration not stated)	-0.5	-0.2	6	-16	-6	8	13	-12	-6
COc1ccc(-c2c(C)n([O-])c3c([n+]2=O)CCCC3)cc1	1.1	0.0	10	-7	1	2	8	-1	-5
COc1ccc(Nc2oc(COc3ccc(C)cc3)nc2C#N)cc1	-1.8	-0.7	2	38*	-7	-7	24	-2	-7
CC1(C)CC(=O)C/C(=N/NC(=O)c2ccc(-c3ccccc3)cc2)C1	0.6	1.8	2	-15	-2	-5	13	9	-6
O=C(CSc1nnc(-c2ccc(F)cc2)c2ccccc12)Nc1ccccc1Cl	-2.5	-1.0	0	-23	-13	5	-17	0	0
CCOc1cc(/C=N/NC(=O)CCn2nc(C)cc2C)ccc1O	-0.4	-0.3	0	-10	-3	2	-10	-2	1
CCOC(=O)C1(Cc2ccc(Cl)cc2)CCN(C(=O)c2cscn2)CC1	-1.9	-0.2	2	-18	-18	7	-4	-8	-4
COc1cc(C(=O)N2CCN(c3ccc(C)cc3C)CC2)cc(OC)c1OC	-2.1	0.5	-1	-16	-6	-11	-44	12	-2
O=C(CSc1ccc([N+](=O)[O-])cn1)Nc1ccc2c(c1)OCCO2	-0.6	0.5	2	-5	-12	10	0	-13	-3

Screening results: PubChem BioAssay, The Scripps Research Institute Molecular Screening Center
